Screens deposited in PubChem by several laboratories.
PTPN22 act = increases human PTPN22 phosphatase activity | Q9Y2R2 | AID 697 | activation, % at 2 µM | recombinant LYP, DiFMUP fluorescence; 0 = plate median, 100 = signal doubled | 96,000 compounds, 0.11% hits;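 active means activation at 2 µM above a set limit, the mean plus 5 SD, cut at about 37% in these data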
Target sequence (Q9Y2R2 whole entry, looked up): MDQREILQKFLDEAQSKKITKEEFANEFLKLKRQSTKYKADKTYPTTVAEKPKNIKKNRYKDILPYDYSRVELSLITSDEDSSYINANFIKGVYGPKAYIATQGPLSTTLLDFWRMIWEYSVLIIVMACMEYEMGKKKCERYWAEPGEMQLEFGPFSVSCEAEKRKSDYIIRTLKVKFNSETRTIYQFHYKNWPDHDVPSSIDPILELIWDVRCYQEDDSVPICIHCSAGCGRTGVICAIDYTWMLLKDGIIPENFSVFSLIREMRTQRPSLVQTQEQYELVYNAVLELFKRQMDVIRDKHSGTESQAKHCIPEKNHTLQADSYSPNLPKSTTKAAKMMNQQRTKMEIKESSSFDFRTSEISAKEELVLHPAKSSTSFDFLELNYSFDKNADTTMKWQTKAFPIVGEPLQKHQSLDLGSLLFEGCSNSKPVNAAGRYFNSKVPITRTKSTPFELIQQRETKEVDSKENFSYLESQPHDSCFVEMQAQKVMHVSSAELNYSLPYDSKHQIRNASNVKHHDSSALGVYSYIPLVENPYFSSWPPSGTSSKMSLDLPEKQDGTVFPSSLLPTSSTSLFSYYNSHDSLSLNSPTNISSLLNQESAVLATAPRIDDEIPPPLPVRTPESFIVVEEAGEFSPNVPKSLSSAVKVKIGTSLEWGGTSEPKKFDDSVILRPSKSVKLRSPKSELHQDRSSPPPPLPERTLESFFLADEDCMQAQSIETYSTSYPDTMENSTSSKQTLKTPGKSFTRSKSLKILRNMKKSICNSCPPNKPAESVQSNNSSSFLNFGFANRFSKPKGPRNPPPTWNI
EphB4 ephrin blk = blocks human EphB4 binding to ephrin-B2; AID 720; inhibition, % at 7 µM; EphB4 LBD / TNYL-RAW-Alexa532 peptide, fluorescence polarization; 97,000 compounds, 0.15% hits; P54760;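 active means inhibition above the screen-wide mean inhibition plus 3 SD, cut at about 15% in these data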;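 further: 0% = DMSO wells and 100% = excess unlabeled TNYL-RAW peptide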
PTK2B oligo ant = blocks oligomerization of human Pyk2 in cells | Q14289 | Q293 cells, Pyk2 FERM NanoBiT luminescence; stronger effect = lower value | z-score (the deposit names both 25 µM and 10 µM) | 99,000 compounds, 0.83% hits | AID 1347419;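 active means Z-score of -3 or lower, scaled per plate to the spread of control and sample wells; inactive means z-score above -3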;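 further: negative z-score means lost luminescence so less FERM oligomerization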
HIV Rev-RRE inh = disrupts HIV-1 Rev binding to RRE RNA; Rev peptide-RRE RNA binding, FRET; AID 704; inhibition, % at 8 µM; 97,000 compounds, 0.79% hits; P05866;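 active means inhibition above the screen-wide mean plus 3 SD, cut at about 35% in these data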;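 further: 0% = median DMSO wells and 100% = median Neomycin B control wells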
Target sequence (P05866 whole entry, looked up): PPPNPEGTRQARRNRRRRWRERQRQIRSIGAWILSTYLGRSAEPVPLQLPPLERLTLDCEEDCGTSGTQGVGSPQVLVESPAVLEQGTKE
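Material: labelled RRE RNA duplex and labelled Rev peptide / Buffer or medium: HEPES pH 7.5 salt buffer with EDTA / Compound dosing: single point, 8 µM final nominal compound concentration / Benchmarks: DMSO low control, neomycin B high control / Timing: 5 min preincubation and 15 min binding, 25 °C / Technique: FRET fluorescence readout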
FAK blocker = blocks human focal adhesion kinase activity | Q05397 | biochemical FAK kinase activity assay | inhibition, %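 (tested at 7 µM)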 | 97,000 compounds, 0.84% hits | AID 727; in the data active means inhibition above about 19%;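 further: 0% = DMSO and 100% = reference compound high control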
F-actin modifier = cytoskeleton assembly modification. HUVEC TNFa F-actin phalloidin imaging, high content. inhibition, % at 2 µM. 91,000 compounds, 0.18% hits. AID 836;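 active means inhibition above the batch mean plus 3 SD and confirmed as a hit by visual image inspection, cut at about 30% in these data, passing the limit was not always enough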; further: strong numbers were not always called active
PLK1 inh = inhibitors of human PLK1 kinase; P53350; recombinant PLK1 kinase, TR-FRET peptide phosphorylation; inhibition, % at 10 µM; 97,000 compounds, 0.53% hits; AID 619;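 active means inhibition of 50% or more in the single-concentration screen; inactive means inhibition below 50%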;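 further: 0% = DMSO max control and 100% = H-89 dihydrochloride min control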
Plk1 PBD FP = blocks phosphopeptide binding to human Plk1 polo box domain; Plk1 PBD phosphopeptide binding, fluorescence polarization; inhibition, %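 (tested at about 20 µM)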; 97,000 compounds, 0.13% hits; AID 693; in the data active means inhibition above about 34%, passing the limit was not always enough
PTPN22 inh 2 = blocks human PTPN22 phosphatase activity | 96,000 compounds, 0.21% hits | inhibition, % at 2 µM | AID 640 | recombinant LYP catalytic domain, DiFMUP fluorescence;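 active means inhibition at 2 µM at or above a set limit, the screen mean plus 3 SD, cut at about 24% in these data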;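 further: 0% = DMSO with enzyme and 100% = enzyme fully blocked by orthovanadate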
An asterisk follows results filed as active; x = not tested or not shown.

SMILES	PTPN22 act	EphB4 ephrin blk	PTK2B oligo ant	HIV Rev-RRE inh	FAK blocker	F-actin modifier	PLK1 inh	Plk1 PBD FP	PTPN22 inh 2
CCC(C)(C)NC(=O)CN(Cc1cccs1)C(=O)C(=O)Nc1ccc2c(c1)OCCO2	-5	-4	-1.5	6	-5	8	-1	23	7
O=S(=O)(c1ccc(F)cc1)N1CCC(N2CCN(c3ccccc3)CC2)CC1	-1	-2	x	-2	-1	-4	-9	22	0
CCC(=O)N1CCc2cc(S(=O)(=O)NC(Cc3ccccc3)C(=O)NC3CCCC3)ccc21 (stereo not given)	14	-10	-0.5	0	0	5	-2	17	-16
Cc1ccc(S(=O)(=O)c2cccc(S(=O)(=O)N3CCOCC3)c2)cc1S(=O)(=O)N1CCOCC1	-3	-1	1.4	3	4	-1	-12	3	3
COc1ccc(C2(C(=O)Nc3c(C)n(C)n(-c4ccccc4)c3=O)CCCC2)cc1OC	4	-5	0.35	1	-2	-3	-6	16	-4
Cc1ccc2nc(NC(=O)C3CCN(S(=O)(=O)c4cccs4)CC3)sc2c1	26	-1	-0.39	2	3	-4	-3	26	-30
COc1ccc(C(NC(=O)CNC(C)=O)C(=O)Nc2ccc(C(C)C)cc2)cc1 (stereo not given)	3	8	0.25	4	3	-15	-18	6	-5
Cc1cc(C)c(S(=O)(=O)N2CCCCC2)c(C)c1N(C)S(=O)(=O)c1ccccc1	4	-7	-2	13	2	20	-21	0	2
Cc1cccc(NC(=S)Nc2ccc(Br)cc2)c1	-7	1	-1.1	1	-1	17	-1	13	12
CCn1c(SCC(=O)OC)nnc1-c1ccncc1	0	2	-0.25	9	-1	6	-15	10	0
CCc1nnc(NC(=O)C(C)C)s1	-17	-6	0.37	7	2	-14	-38	-3	18
CC(CN1CCOCC1)C(=O)O (stereo not given)	-2	1	0.61	8	0	7	-13	6	1
Cc1cccc(S(=O)(=O)N(CC(=O)Nc2ccccc2C)Cc2ccco2)c1	-1	9	-0.15	7	-1	3	-18	6	4
Cc1ccc(NCc2nnc(SCCN3CCCCC3)n2CC2CCCO2)c(C)c1 (stereo not given)	-12	2	0.02	4	-2	x	-8	-10	11
CC(C)(C)c1ccc(OCC(=O)NCc2ccco2)cc1	-1	3	-1.2	0	2	x	-1	-12	2
O=C(Nc1ccc2c(c1)OCCO2)C1CCN(c2nnnn2-c2ccccc2)CC1	-4	-3	0.19	4	-4	-16	-7	20	4
Cn1c(=O)cc(SCC(=O)NCc2ccco2)c2ccccc21	-6	0	-0.08	3	-2	9	-12	12	4
C=CCn1c(NCCOC)nc2c1c(=O)n(C)c(=O)n2C	9	-5	0.83	7	2	14	-7	6	-10
Cc1[nH]c2ccccc2c1Cc1n[nH]c(=S)n1C	0	0	0.49	7	1	10	-5	0	0
Cc1ccc(N2CC(C(=O)NCCC(C)C)CC2=O)cc1 (stereo not given)	-9	2	0.92	2	-1	-19	-4	-11	10
Cc1c(C(=O)N2CCC(C)CC2)sc2ncnc(N3CCN(c4ccccc4)CC3)c12	-6	-2	-0.32	6	-4	43	-5	-12	10
FC(F)(F)c1ccccc1NC(=S)N1CCN(c2ncccn2)CC1	10	-7	-1.1	3	1	0	-11	-20	-6
Cc1noc(C)c1C(=O)Nc1c(F)cc(F)cc1Br	1	9	0.61	8	0	13	1	-18	-3
CCCc1cc(=O)[nH]c(Nc2ccc(O)cc2)n1	5	6	-0.9	6	0	x	0	12	-3
COc1ccc(-c2noc(C3CCCN(C(=O)CCc4ccccc4)C3)n2)cc1 (stereo not given)	-6	3	0.45	6	-2	-9	-10	12	9

New compounds follow:
SMILES	PTPN22 act	EphB4 ephrin blk	PTK2B oligo ant	HIV Rev-RRE inh	FAK blocker	F-actin modifier	PLK1 inh	Plk1 PBD FP	PTPN22 inh 2
COc1cccc(-c2nc(NC(C)(C)C)c3ccccc3n2)c1O	1	2	-1.2	4	3	15	2	-7	-3
Cc1ccc(Cc2nc(-c3ccccn3)no2)cc1	6	-1	1.3	3	0	-9	-5	12	-6
COc1cccc(N2CCN(Cc3nc(N)nc(N4CCCc5ccccc54)n3)CC2)c1	0	3	1.3	-3	0	-15	1	-17	-3
O=S1(=O)CC(NCc2ccccc2)C(Nc2ccccc2)C1 (stereo not given)	-7	1	-0.94	6	2	5	-15	-15	7
COc1ccccc1N1CCN(C(=O)CSc2nc(-c3ccccc3)cc(=O)[nH]2)CC1	1	1	-0.72	-2	-3	-4	-14	-1	0
O=C(Oc1ccc(Cl)cc1)c1ccc2nccnc2c1	-4	5	1.7	7	3	-3	-7	31	0
O=C(COc1ccc(Cl)cc1)Nc1ccccc1N1CCOCC1	-5	-7	x	1	-6	-20	-1	-1	5
CC(=O)c1cccc(NC(=O)CN(c2cccc(F)c2)S(C)(=O)=O)c1	8	-1	-0.37	0	5	21	-11	2	-8
C/C(=N\OC(=O)c1ccc(Cl)c(Cl)c1)c1sc(C)nc1C	2	0	0.89	-2	-3	0	-9	0	-1
Cc1ccc(C)c(NC(=O)CSc2n[nH]c(-c3ccncc3)n2)c1	-6	-1	-1.4	3	-2	15	22	2	10
Cc1cc(Cl)ccc1Oc1nc(-c2ccccc2)ncc1S(C)(=O)=O	-10	2	-0.33	10	-1	-5	-13	-18	14
O=c1cc(NCc2ccco2)c2ccccc2o1	2	-7	-0.48	2	5	-11	-9	-9	-7
O=C(O)CSCCc1ccccn1	1	7	-0.07	3	0	6	-18	-3	0
Cc1ccc(C(=O)C2OC(=O)C(C)(C)C(=O)C2(C)C)cc1 (stereo not given)	1	4	0.47	8	2	10	-11	6	-1
CCOc1ccc(Cc2nnc(SCC(N)=O)n2C)cc1	1	0	0.62	5	1	-5	-3	-16	1
COC(=O)C(CCSC)NC(=O)CNS(=O)(=O)c1ccc(Cl)cc1 (stereo not given)	-2	-4	1	5	2	-13	-3	2	6
CC(C)(C)c1ccc(-c2nnc(NC(=O)c3ccccc3)s2)cc1	-3	-1	-1.1	6	-6	8	-21	6	7
CCOc1ccc(C(=S)NC2CCCCC2)cc1	-10	0	-1.2	2	1	1	-8	-38	14
CC(C)(C)NC(=O)C(c1ccco1)N(C(=O)Cn1nnc(-c2ccc(F)cc2)n1)c1ccccc1 (stereo not given)	7	-4	x	6	1	-9	-17	1	-7
O=C(NC12CC3CC(CC(C3)C1)C2)C1=COCCO1	3	7	-0.76	7	2	5	-10	-14	-7
CN(C)/C=C1/C(=O)Nc2ccccc21	-4	-6	-0.21	3	1	31	4	16	1
Cc1csc(NC(=O)CCn2c(=O)oc3ccccc32)n1	-12	0	0.23	6	0	-2	-12	-5	12
C=CCOC(=O)c1cc(-c2ccc(/C=C3\C(=O)NC(=O)C(C#N)=C3C)o2)ccc1Cl	6	3	0.61	15	10	11	-6	-10	-6
O=C1CN(C(=O)COc2ccccc2)CCN1	x	4	x	4	5	x	61*	-4	x
CCn1c(=O)cc(SCC(=O)N(C)Cc2ccccc2)c2ccccc21	-9	8	-1	4	-4	3	-11	-21	11

Overlap with the part before: 2 compounds, then new ones.
SMILES	PTPN22 act	EphB4 ephrin blk	PTK2B oligo ant	HIV Rev-RRE inh	FAK blocker	F-actin modifier	PLK1 inh	Plk1 PBD FP	PTPN22 inh 2
O=C1CN(C(=O)COc2ccccc2)CCN1	x	4	x	4	5	x	61*	-4	x
CCn1c(=O)cc(SCC(=O)N(C)Cc2ccccc2)c2ccccc21	-9	8	-1	4	-4	3	-11	-21	11
O=C(Nc1ccccc1C(=O)O)c1ccccc1	-11	-4	-0.39	-6	-4	x	-7	-5	7
COc1ccc(OC)c(-n2c(SCC(=O)NCc3ccco3)nnc2-c2c[nH]c3ccccc23)c1	2	3	x	3	-1	-1	-3	18	-5
Cc1oc(-c2ccccc2F)nc1CN1CCC(C(=O)NCCC2=CCCCC2)CC1	-2	1	0.1	0	-3	-14	-16	-28	0
CCOC(=O)C1=C(CN2CCc3ccccc32)NC(=O)NC1c1cc(C)ccc1C (stereo not given)	0	-3	-1.5	0	5	-13	9	14	4
CN(C)S(=O)(=O)N1CCN(C(=O)c2ccccc2)CC1	1	6	-0.6	2	-1	-28	9	12	2
CCn1c(SCC(=O)NCCOC)nc2sc3c(c2c1=O)CCCC3	-3	-1	0.41	8	-2	8	-12	-18	1
CCCC(=O)NC(Nc1cccc(C(F)(F)F)c1)C(Cl)(Cl)Cl (stereo not given)	10	-5	0.21	1	0	-13	-14	-20	-6
CCc1c(C)nc2ncnn2c1N1CCCC(C(=O)NCCc2ccc(OC)cc2)C1 (stereo not given)	13	-5	0.14	-1	0	-14	-4	10	-15
CC(C(=O)Nc1nccs1)N1C(=O)C2CC=CCC2C1=O (stereo not given)	5	-4	-0.65	1	-4	1	9	-1	-6
CCOc1ccc2nc(NCCNC(=O)CC)c(C#N)cc2c1	-3	-8	0.6	8	-1	-28	-10	-30	1
O=C(NCc1cn(-c2ccccc2)nc1-c1ccccc1)c1cc([N+](=O)[O-])cc([N+](=O)[O-])c1	5	-10	0.46	3	0	-21	-16	-35	-2
Cc1c(C(=O)OCC(=O)N2c3ccccc3CC2C)oc2ccccc12 (stereo not given)	-2	8	-0.39	16	4	-8	-9	-11	1
Cc1cc2cc(CN(Cc3ccc4c(c3)OCO4)C(=O)c3ccco3)c(=O)[nH]c2cc1C	3	-2	0.08	5	-2	-13	-21	11	-4
COC(=O)c1c(N)nc(C)n1-c1ccc(OC)cc1	10	7	-0.01	9	-5	-2	-6	-14	-13
Cc1cccc(Oc2ncnc3oc(-c4ccccc4)cc23)c1C	-3	1	-0.2	17	4	-35	-8	-36	6
CN(C)c1nc2c(c(=O)[nH]c(=O)n2C)n1Cc1ccccc1Br	14	-5	-0.03	-1	-2	8	-3	-5	-16
CC(=O)Nc1ccc2c(c1)C(=O)N(c1ccc(C)cc1)C2=O	0	9	-0.82	8	1	1	-7	-4	0
Cc1nn(CC(=O)Nc2ccccn2)c(=O)c2ccccc12	-6	1	2.5	9	-2	x	6	-2	5
CCOC(=O)NC(CC(=O)O)c1ccc(OC)c(OC)c1 (stereo not given)	16	1	0.78	5	0	2	-3	19	-15
CC1CCCC(NC(=O)CSc2nccn2C)C1C (stereo not given)	14	-12	0.5	-3	-4	4	9	-9	-14
S=C1N(c2ccccc2)C(c2cccc3ccccc23)N2CCCN12 (stereo not given)	-4	-1	-0.69	5	-2	-7	-4	-1	6
CN(c1ccc(C(=O)N2CCCCC2)cc1)S(=O)(=O)c1ccccc1	4	-4	2.3	1	-1	-25	-16	9	-4
CCCCN(CC)C(=O)C1CCC(=O)N(c2ccc(OC)cc2)C1c1ccc(OC)c(OC)c1 (stereo not given)	-3	0	0.23	1	6	-12	-1	-3	0
Cc1cc2cc(CN(Cc3cccs3)Cc3nnnn3CC3CCCO3)c(=O)[nH]c2cc1C (stereo not given)	-3	0	-1.6	4	2	-36	0	-11	2
CC1(C)Cc2c(C#N)c(N)sc(=S)c2CS1	-3	-2	0.31	16	9	31	-5	-21	3
CCC(=O)Nc1ccc(NC(=O)c2cccc(OC)c2)nc1	-4	9	1.2	4	0	-12	-3	9	7
O=C(CCn1c(=O)sc2ccccc21)NCCCn1ccnc1	-4	5	0.34	10	-1	-3	-6	-3	1

Entries of single compounds, looked up by structure:
O=C(NCc1cn(-c2ccccc2)nc1-c1ccccc1)c1cc([N+](=O)[O-])cc([N+](=O)[O-])c1 is listed as PTPN22 act = 5; EphB4 ephrin blk = -10; PTK2B oligo ant = 0.46; HIV Rev-RRE inh = 3; FAK blocker = 0; F-actin modifier = -21; PLK1 inh = -16; Plk1 PBD FP = -35; PTPN22 inh 2 = -2
CCC(=O)Nc1ccc(NC(=O)c2cccc(OC)c2)nc1 is listed as PTPN22 act = -4; EphB4 ephrin blk = 9; PTK2B oligo ant = 1.2; HIV Rev-RRE inh = 4; FAK blocker = 0; F-actin modifier = -12; PLK1 inh = -3; Plk1 PBD FP = 9; PTPN22 inh 2 = 7
